LmPK inhibitor: qHTS Assay for Inhibitors of Leishmania Mexicana Pyruvate Kinase (LmPK); hit rate 0.37% among 290,000; Potency, µM (top dose mostly 57.5 µM), for inactives: top-dose activity change, negative = inhibition, hits mostly inhibitors; purified LmPK, Kinase-Glo ATP luminescence, 1 h; Q27686; further: potency means the concentration at half of the fitted maximal effect; on the % scale 0 is the no-effect control and ±100 the full control effect
Target sequence (Q27686 whole entry, looked up): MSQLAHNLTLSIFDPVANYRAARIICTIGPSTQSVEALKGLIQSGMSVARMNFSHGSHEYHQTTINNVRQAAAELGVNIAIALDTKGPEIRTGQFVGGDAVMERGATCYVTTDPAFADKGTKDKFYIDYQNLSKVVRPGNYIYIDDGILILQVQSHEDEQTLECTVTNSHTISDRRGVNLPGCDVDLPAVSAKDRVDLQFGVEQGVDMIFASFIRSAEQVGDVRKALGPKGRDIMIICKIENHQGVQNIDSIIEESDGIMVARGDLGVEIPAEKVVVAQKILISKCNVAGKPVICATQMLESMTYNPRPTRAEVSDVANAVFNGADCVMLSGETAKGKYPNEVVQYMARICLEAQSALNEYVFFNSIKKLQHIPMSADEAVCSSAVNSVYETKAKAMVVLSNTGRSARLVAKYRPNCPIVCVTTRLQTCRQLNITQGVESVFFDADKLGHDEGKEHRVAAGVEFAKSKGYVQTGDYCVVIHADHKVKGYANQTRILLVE
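ATP generated from ADP (0.1 mM) and PEP (0.5 mM) by 0.1 nM LmPK over 1 h at room temperature (pH 7.2 imidazole buffer) was detected by coupled luciferase luminescence. Values were normalized to uninhibited and no-enzyme wells.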
Pf growth 48h: Primary qHTS for delayed death inhibitors of the malarial parasite plastid, 48 hour incubation. P. falciparum luciferase growth in erythrocytes, 48 h. Potency, µM (doses to about 28.7 µM), for inactives: at the highest dose activity change, negative = inhibition, most hits filed as inhibitors. hit rate 5.9% among 310,000; further: potency means the concentration at half of the fitted maximal effect; on the % scale 0 is the no-effect control and ±100 the full control effect
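Firefly luciferase activity from engineered P. falciparum reports growth; inhibitors lower the luminescent signal. Cultures contained 2% hematocrit erythrocytes at 0.1% final parasitemia.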
CHX counter: Cycloheximide Counterscreen for Small Molecule Inhibitors of Shiga Toxin; cell reporter, cycloheximide protein synthesis inhibition counterscreen; hit rate 12% among 300,000; max response, %; in the data active means max response mostly above about 13%, no sharp cut-off; inactive means mostly below about 14%; further: read at 38.3 µM for the half of the compounds with a filed dose; 0% is about no effect
Shiga inhibitor: A qHTS for Small Molecule Inhibitors of Shiga Toxin; Vero cells, Shiga toxin protein synthesis inhibition reporter; inhibition, % at 38.7 µM; hit rate 9.2% among 290,000; AID 2315, 2010; in the data active means inhibition mostly above about 28%, no sharp cut-off; inactive means mostly below about 43%; further: 0% is about no effect
Pf growth 96h: Primary qHTS for delayed death inhibitors of the malarial parasite plastid, 96 hour incubation; AID 504834, 2011; P. falciparum luciferase reporter growth, 96 h; hit rate 6.9% among 320,000; Potency, µM (series often up to 28.7 µM), inactives show top-dose activity change, negative = inhibition, hits mostly inhibitors; further: potency means the concentration at half of the fitted maximal effect; on the % scale 0 is the no-effect control and ±100 the full control effect
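Delayed-death screen, second-generation endpoint: infected erythrocytes, 2% hematocrit, 0.05% parasitemia final; 96 hours at 37 C, 5% CO2; luciferase detection reagent; luminescence decrease equals reduced growth.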
AMA1-RON2 inh: qHTS for Inhibitors of AMA1-RON; Towards Development of Antimalarial Drug Lead: Primary Screen | AlphaScreen AMA1-biotinylated RON2 peptide binding | Potency, µM (titrated, usually from 58.2 µM), inactives show top-dose activity change, negative = inhibition, hits mostly inhibitors | AID 720542, 2013 | hit rate 0.2% among 360,000;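 further: potency means the concentration at half of the fitted maximal effect; 0% = vehicle wells and -100% = peptide control; nearly all actives have a fitted effect of over 45% in size; some results filed as inactive show a strong effect at the top dose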
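AMA1 (3D7) with his tag at 25 nM final met compounds first, then biotinylated RON2 peptide at 25 nM; detection used donor plus acceptor beads, 10 µg/mL apiece, read by AlphaScreen after 30 min at room temperature.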
TbPYK inhibitor: qHTS of Trypanosoma Brucei Inhibitors; pyruvate kinase (Trypanosoma brucei), Q57TT1; TbPYK enzyme, Kinase-Glo Plus ATP luminescence, 45 min; Potency, µM (doses to about 76.8 µM), without a hit: top-dose activity, negative = inhibition, actives largely listed as inhibitors; hit rate 0.12% among 410,000; further: potency means the concentration at half of the fitted maximal effect; on the % scale 0 is the no-effect control and ±100 the full control effect; nearly all actives have a fitted effect of over 50% in size
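In this concentration-response screen, enzyme-free wells defined baseline while DMSO plates tracked drift. Each reaction combined TbPYK, substrate, compound and 130 uM ADP for 45 min at room temperature. Kinase-Glo Plus luminescence gave the signal.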
Starred values were filed as active, the others as inactive; ? = inconclusive; / = no result given; [ ] = remark or other dose. Unless noted, the call rests on the fitted dose curve; in most records, active means well fitted curve in the direction sought with a large enough effect; inconclusive means small, poorly fitted or top-dose-only effect, or another doubt; inactive means no such curve, though single readings can be large; an effect the other way counts as inactive or inconclusive.

SMILES	LmPK inhibitor	Pf growth 48h	CHX counter	Shiga inhibitor	Pf growth 96h	AMA1-RON2 inh	TbPYK inhibitor
CNc1cc(CSC)nc(SCc2ccc(Cl)cc2Cl)n1	0%	?	6	-12	?	?	3%
CCSc1nc2sc3c(c2c2[n+]1CC(CBr)O2)CCCC3 (centres undefined)	2%	12%	17*	36	11%	1%	-1%
CCOc1ccc(N(C)S(=O)(=O)c2ccc(C)c(C(=O)OCC(=O)c3c[nH]c4ccccc34)c2)cc1	0%	13µM*	0	3	?	-1%	8%
COc1ccc(C2=NN(C(=O)c3ccccc3)C(c3ccc(OC)c(OC)c3)C2)c(O)c1 (centres undefined)	-6%	10µM*	-4	-4	10µM*	-4%	0%
Cc1cc(NS(=O)(=O)c2ccc(NC(=O)C(c3ccccc3)c3ccccc3)cc2)no1	12%	4%	-3	-9	/	-8%	0%
CCOC(=O)c1c(NC(=O)CCl)sc(CN(C)C)c1-c1ccccc1	5%	13µM*	-2	-11	?	9%	-15%
O=C(Nc1nnc(C23CC4CC(CC(C4)C2)C3)s1)c1ccc(N2C(=O)CCC2=O)cc1	3%	-1%	-1	-2	5%	5%	4%
OCC1(Cc2ccccc2)CCN(Cc2cnn(-c3ccccc3F)c2)CC1	0%	-10%	-3	-3	3%	0%	3%
CCN1CCN(C(=O)NC(c2ccc(C)c(F)c2)C(Cl)Cl)CC1 (centres undefined)	-1%	-13%	7	22	-4%	7%	4%
Cc1ccc(-c2cc(C(=O)N/N=C/C=C/c3ccccc3)n[nH]2)o1	-2%	1%	-2	-2	?	34%[activator]	-2%
Cc1ccc(NC(=O)CN2C(=O)N/C(=C/c3cc(C)n(-c4ccc(C(=O)O)cc4)c3C)C2=O)cc1	3%	-19%	33	84*	?	6%	-1%
O=C1/C(=C/c2ccc(F)c(F)c2)CSc2sccc21	2%	/	15	27	?	0%	1%
CC1N(C(=O)N(C)C)CCN1S(=O)(=O)c1ccccc1 (centres undefined)	-7%	32%[activator]	1	-8	3%	-4%	-3%
[O-]/C(=C(\C(=S)Nc1ccccc1F)[n+]1ccccc1)c1ccc(-c2ccccc2)cc1	1%	0%	18*	94	-8%	19%	-5%
Cc1ccn(-c2ccc(NC(=O)c3cccs3)cc2)n1	-17%	45%[activator]	33*	82*	26%	5%	-10%
Cc1noc(C)c1S(=O)(=O)N1CCC(C(=O)N2CCN(c3ccccc3Cl)CC2)CC1	3%	?	2	-8	?	4%	0%
CC(=O)c1ccc(N2CCN(C3CCC(C(C)(C)C)CC3)CC2)cc1 (centres undefined)	4%	147%[activator]	-2	-6	?	-10%	1%
Cc1ccccc1NC(=O)/C(C#N)=C/c1ccc(-c2ccc(Cl)c(C(=O)O)c2)o1	6%	15%	12*	15	4%	-1%	4%
CCOc1cc2c3c(c1)C(C)CC(C)(C)N3C(=O)C2=O (centres undefined)	-3%	?	-1	-19	0.83µM*	-8%	?
COc1cc(/C=N/n2c(-c3ccccc3)n[nH]c2=S)cc(OC)c1O	-12%	11%	9	14	-25%	84%[activator]	?

Retrieved by compound from the entries so far (two):
SMILES	LmPK inhibitor	Pf growth 48h	CHX counter	Shiga inhibitor	Pf growth 96h	AMA1-RON2 inh	TbPYK inhibitor
OCC1(Cc2ccccc2)CCN(Cc2cnn(-c3ccccc3F)c2)CC1	0%	-10%	-3	-3	3%	0%	3%
CC1N(C(=O)N(C)C)CCN1S(=O)(=O)c1ccccc1 (centres undefined)	-7%	32%[activator]	1	-8	3%	-4%	-3%

(cont.)
SMILES	LmPK inhibitor	Pf growth 48h	CHX counter	Shiga inhibitor	Pf growth 96h	AMA1-RON2 inh	TbPYK inhibitor
CC(Sc1ncccn1)C(=O)Nc1ccc2c(c1)OCCO2 (centres undefined)	/	-18%	/	/	12%	-3%	-7%
CC(C)(C)C(=O)Nc1ccnn1C1CCN(C(=O)c2ccc(Cl)cc2F)CC1	-6%	-8%	15	10	0%	-8%	-5%
COc1ccc(N2CCN(C3CCCN(Cc4ccc(F)c(F)c4)C3)CC2)cc1 (centres undefined)	-2%	?	4	24	?	-21%	-1%
CCCS/C(N)=N/N=C/c1cc(C)ccc1O	1%	270%[activator]	42*	145*	/	-2%	1%
COc1ccc(-c2cc(C(=O)N/N=C(\C)c3cccnc3)c3cc(C)ccc3n2)cc1OC	-8%	?	-3	-6	?	109%[activator]	-5%
Nc1c(N(CCC2=CCCCC2)C(=O)c2ccc([N+](=O)[O-])o2)c(=O)[nH]c(=O)n1Cc1ccccc1	/	10µM*	/	/	?	16%	-9%
Cc1ccc(Cl)cc1NC(=S)Nn1cnnc1	-13%	0%	-3	-17	2.6µM*	43%[activator]	-21%
CCOc1cccc(C2C(C(=O)c3ccco3)=C(O)C(=O)N2c2nnc(C)s2)c1 (centres undefined)	/	-3%	/	/	?	-2%	0%
COc1cc(CN2CCC(Cc3ccccc3)CC2)c([N+](=O)[O-])cc1OC	2%	153%[activator]	0	-9	?	-14%	6%
COc1ccccc1N1CCN(S(=O)(=O)c2ccc(-n3cnnn3)c(C)c2)CC1	-1%	-4%	-1	-7	1.7µM*	-3%	-12%
Cc1ccccc1NC(=O)Cn1c(O)c(N=NC(=O)c2ccccc2O)c2ccccc21	-9%	13%	-2	35	20%	-10%	0%
CN(C(=O)c1ccccc1)c1ccccc1C(=O)NCCc1ccccc1	0%	4%	-2	-2	6%	-3%	1%
O=C(Cc1ccc(F)cc1)N1CCC2(CC1)NCCc1[nH]cnc12	8%	-2%	-4	-2	26%	-5%	-2%
O=C(O)C1=C[C@@H](C2CCCCC2)C[C@@H](OCCCCO)O1	8%	35%[activator]	-1	-36	90%[activator]	11%	2%
CC(C)(C)NC(=O)COC(=O)c1ccc(Cl)nc1	5%	-1%	11	44	?	-2%	-1%
Cc1ccc(C(C)C)c(OCC(O)CN2CCN(CCO)CC2)c1 (centres undefined)	-2%	-5%	-2	-4	/	-9%	-5%
O=C1CSC2(CN3CCC2CC3)N1 (centres undefined)	1%	/	-4	-14	?	12%	4%
O=C(Nc1ccc(F)cc1)c1ccc2nsnc2c1	-14%	130%[activator]	46*	64*	98%[activator]	-13%	3%
CC(=O)Oc1ccc(C(=O)N2c3ccccc3NC(=O)C2C)cc1 (centres undefined)	-1%	-8%	-2	-7	-16%	13%	-1%
CC(C)c1ccc(OCc2cccc(C(=O)N/N=C/c3cccnc3)c2)cc1	1%	278%[activator]	133*	164*	130%[activator]	5%	3%
O=C(COc1ccc(C(=S)N2CCOCC2)cc1)N1CCOCC1	-8%	26%	12	-16	-8%	-1%	8%
O=c1c2ccccc2oc2ncccc12	3%	70%[activator]	55*	57	-98%	1%	-2%
CN(C)c1nc(N(C)C)nc(N(C#N)CCCl)n1	4%	?	-3	7	85%[activator]	-3%	-13%
O=C(Nc1ccc(F)cc1F)c1cncc(Br)c1	-4%	24%	8	-2	34%[activator]	24%	-10%
CCOc1ccc2[nH]c3c(N4CCc5ccccc5C4)ncnc3c2c1	1%	?	8	14	13µM*	?	2%
CCC1=C(OC(=O)N(CC)CC)N2C(=O)OC(=NCC(=O)OC)[C@]2(C)[C@H]2C1=CC[C@H]1C(=O)N(CC)C(=O)[C@H]12	-3%	31%[activator]	-6	-9	36%[activator]	15%	0%
Clc1c(CSc2nc3ccccc3o2)nc2ccccn12	-3%	100%[activator]	33*	54	/	-8%	1%
Cc1ccc(S(=O)(=O)/N=C(\CN2CCCCC2)N2CCOCC2)cc1	6%	-3%	-2	-5	17%	1%	?
CCOC(=O)c1oc2cc(C)cc(O)c2c(=O)c1-c1csc(C)n1	1%	37%[activator]	0	13	/	-14%	3%
[O-][N+]12CC[N+]([O-])(CC1)c1ccccc12	-2%	11%	-2	-4	-2%	-4%	5%
CNC(=O)NC(=O)CSc1ccc(NC(C)=O)cc1	-4%	/	-2	-10	16%	0%	-1%
Cc1cc(Cl)ccc1N(CC(=O)N=Nc1c(O)[nH]c2ccccc12)S(C)(=O)=O	2%	13%	1	-9	/	0%	2%
COc1ccccc1NC(=O)/C(=C/c1ccncc1)NC(=O)c1ccccc1	0%	-13%	-5	-7	2%	3%	0%
CN1CCN(C(=S)NC(=O)c2ccc(Br)cc2)CC1	?	-24%	13*	36*	?	75%[activator]	-22%
CSc1nnc(NC(=O)c2ccc(S(=O)(=O)N3CCOCC3)cc2)s1	0%	-5%	-2	-9	8%	21%	-12%
CCOC(=O)C1CCN(c2ncnc3c2cnn3C)CC1	2%	8%	-2	-3	128%[activator]	45%[activator]	0%
Cc1nn(CC(=O)Nc2ccccc2)c(=O)c2ccccc12	1%	-13%	1	-7	292%[activator]	-7%	-5%
Cc1ccc(C(=O)Nc2cc(Cl)ccc2-n2cncn2)o1	/	3%	/	/	14%	11%	5%
CC(C)(C)c1cc(CCC(=O)NCCc2ccccn2)cc(C(C)(C)C)c1O	-2%	?	12	18	12µM*	10%	-6%
COC(=O)Cn1cc(C=C2C(=O)N(C)C(=O)N(C)C2=O)c2ccccc21	-1%	4%	0	10	-71%	5%	-3%
COc1ccc(NC(=O)CN2CCN(CC(=O)Nc3ccc(OC)cc3)CC2)cc1	-5%	-16%	-1	-11	-2%	-4%	2%
Cc1onc(-c2ccccc2)c1C(=O)N(Cc1ccco1)Cc1cccs1	1%	-20%	13	25	?	-11%	4%
O=C(CCc1nnc2n(Cc3ccc(Cl)cc3)c(=O)c3ccccc3n12)NCCCN1CCOCC1	-1%	?	-6	-6	?	-6%	4%
Cn1nc(-c2ccc(Cl)cc2)c2cc(C(=O)NCCCN3CCOCC3)sc21	0%	/	1	-6	?	-5%	-3%
COc1ccc(N2CCN(C(=O)c3ccc4c(c3)NC(=O)C(CSCc3cccc(F)c3)N4)CC2)cc1 (centres undefined)	1%	-20%	-3	-10	5%	/	/
Cc1ccc2cc(CN(CC(C)C)C(=O)C3CCCO3)c(=O)[nH]c2c1 (centres undefined)	2%	?	-2	15	?	-5%	?
COCCn1c(C)cc(C(=O)COC(=O)/C=C/c2cccc(OC)c2)c1C	-7%	-3%	11	61	-2%	?	4%
CN(C)S(=O)(=O)c1ccc(C(=O)OCC(=O)c2ccc(OC(F)F)cc2OC(F)F)cc1	2%	-10%	2	-38	-7%	2%	-1%
CCOC(=O)N1CCC(=NNC(N)=O)CC1	1%	4%	-1	8	9%	39%[activator]	4%
CC(C)(C)NC(=O)c1ccc2c(c1)C(=O)N(Cc1ccco1)C2=O	8%	34%[activator]	-2	/	-2%	0%	-3%

Entries of single compounds, quoted from the list:
Cc1ccc2cc(CN(CC(C)C)C(=O)C3CCCO3)c(=O)[nH]c2c1 (centres undefined) is listed as LmPK inhibitor = 2%; Pf growth 48h = ?; CHX counter = -2; Shiga inhibitor = 15; Pf growth 96h = ?; AMA1-RON2 inh = -5%; TbPYK inhibitor = ?
CCOC(=O)C1CCN(c2ncnc3c2cnn3C)CC1 is listed as LmPK inhibitor = 2%; Pf growth 48h = 8%; CHX counter = -2; Shiga inhibitor = -3; Pf growth 96h = 128%[activator]; AMA1-RON2 inh = 45%[activator]; TbPYK inhibitor = 0%
